Screening results: PubChem BioAssay, The Scripps Research Institute Molecular Screening Center
PP1 counter: counter-screen for PP5 inhibitors: inhibitors of human PP1-alpha | AID 2235 | 320,000 compounds, 0.9% hits | P62136 | inhibition, % at 6.7 µM | purified PP1alpha, OMFP fluorescence;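 active = inhibition above the mean inhibition of all tested compounds plus 3 SD, computed separately for each screening campaign, cut at about 15% in these data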
TPT1 inh: inhibitors of Candida albicans tRNA 2'-phosphotransferase TPT1 | recombinant caTPT1, FP RNA substrate dephosphorylation | 300,000 compounds, 0.81% hits | inhibition, % at 5 µM | AID 1962;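 active = inhibition above the mean of all tested compounds plus 3 SD, set per screening campaign, cut at about 24% in these data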;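 note: plate controls were DMSO alone for no effect and ferristatin control at 100 nM for full effect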
procasp3 activ: activates human procaspase-3; P42574; recombinant procaspase-3 D3A, Ac-DEVD-pNA absorbance 405 nm; activation, % at 8.5 µM; 330,000 compounds, 0.11% hits; AID 463141;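 active = activation above the mean of all tested compounds plus 3 SD, cut at about 21% in these data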;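 note: 0% = DMSO alone and 100% = DMSO wells spiked with extra 5 µM PC-3 D3A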
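System: Procaspase-3 D3A mutant. Medium: Zinc-free 300 mM NaCl, 50 mM HEPES, 0.01% Triton X-100. Schedule: 1 h preincubation plus 2 h reaction at 25 °C. Measured by: 405 nm absorbance of p-nitroaniline, reads at 0 and 120 min. Read-out: percent activation relative to control range.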
procasp7 counter: counter-screen: procaspase-7 (human) activation. P55210. recombinant procaspase-7, Ac-DEVD-pNA absorbance 405 nm; D23A/D198A/D206A triple mutant, cannot self-cleave; scale: DMSO 0, 5 µM enzyme 100. activation, % at 8.5 µM. 330,000 compounds, 0.093% hits. AID 463210;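 active = percent activation above the screen-wide mean plus 3 SD, cut at about 25% in these data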
Target sequence (P55210 whole entry D23A/D198A/D206A): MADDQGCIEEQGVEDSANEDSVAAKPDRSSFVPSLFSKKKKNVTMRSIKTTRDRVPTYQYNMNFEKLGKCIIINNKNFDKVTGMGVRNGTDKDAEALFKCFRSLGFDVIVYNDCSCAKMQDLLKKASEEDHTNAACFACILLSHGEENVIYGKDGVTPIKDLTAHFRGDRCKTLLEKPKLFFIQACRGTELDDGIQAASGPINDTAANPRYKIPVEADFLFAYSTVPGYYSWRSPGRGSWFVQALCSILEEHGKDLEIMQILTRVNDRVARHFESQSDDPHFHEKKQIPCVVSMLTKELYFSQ
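Assay system: Uncleavable procaspase-7 mutant enzyme; Input: 2 µM procaspase-7 mutant as dispensed; Also added: DEVD-pNA substrate; Medium: Zinc-free HEPES pH 7.4 with 300 mM NaCl, 0.01% Triton X-100; Timing: 1 h compound preincubation, 2 h substrate cleavage, 25 °C; Measured by: Epi-absorbance of released pNA at 405 nm, two timepoints.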
AHR act: activates the human aryl hydrocarbon receptor | AID 2796 | P35869 | activation, % at 5 µM | AHR-responsive luciferase reporter cells, luminescence | 320,000 compounds, 2.5% hits; in the data active = activation above about 47%;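 note: 0% = vehicle wells and 100% = reference agonist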
HCV core dimer: blocks dimerization of HCV core protein; TR-FRET GST/Flag-core106 dimerization, 1536-well; inhibition, % at 5 µM; 300,000 compounds, 0.33% hits;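 active = inhibition above the mean of all tested compounds plus 3 SD, set per screening campaign, cut at about 45% in these data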
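Assay system – GST-tagged and Flag-tagged HCV core protein residues 1-106 · Quantity – core106 proteins, GST 13.5 nM and Flag 17 nM · Benchmarks – unlabelled core106 and no-GST-core106 wells · Read-out basis – percent inhibition of core106 dimerization signal · Detection – time-resolved FRET, ex 340 nm, em 617 and 671 nm · Schedule – 4 h at 22.5 °C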
PP5 primary: blocks human protein phosphatase 5 activity; 320,000 compounds, 0.18% hits; purified PP5c, OMFP substrate fluorescence; AID 1987; P53041; inhibition, % at 6.7 µM;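 active = inhibition above the campaign's mean inhibition across all tested compounds plus 3 SD, cut at about 9.5% in these data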;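 note: 0% = DMSO only and 100% = 100 µM cantharidin control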
Target sequence (P53041 whole entry, looked up): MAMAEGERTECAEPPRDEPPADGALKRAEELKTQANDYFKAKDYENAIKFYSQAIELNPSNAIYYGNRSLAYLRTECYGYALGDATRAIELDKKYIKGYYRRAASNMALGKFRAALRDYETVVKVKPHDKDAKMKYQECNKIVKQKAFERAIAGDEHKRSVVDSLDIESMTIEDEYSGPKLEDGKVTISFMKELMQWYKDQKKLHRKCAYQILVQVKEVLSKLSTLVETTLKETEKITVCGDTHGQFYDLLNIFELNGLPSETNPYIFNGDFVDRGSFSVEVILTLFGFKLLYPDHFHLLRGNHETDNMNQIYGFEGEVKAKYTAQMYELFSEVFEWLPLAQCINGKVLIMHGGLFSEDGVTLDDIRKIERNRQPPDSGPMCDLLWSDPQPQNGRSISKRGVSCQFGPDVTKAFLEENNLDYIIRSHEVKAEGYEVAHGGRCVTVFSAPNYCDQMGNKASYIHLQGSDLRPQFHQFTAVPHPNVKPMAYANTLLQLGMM
Fh CTSL1 inh: counter-screen for PFM18AAP inhibitors: inhibitors of F. hepatica cathepsin L1; recombinant F. hepatica cathepsin L1, Z-Leu-Arg-MCA fluorescence; inhibition, % at 5.96 µM; 300,000 compounds, 0.49% hits;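 active = inhibition above the mean of all tested compounds plus 3 SD, set per screening campaign, cut at about 17% in these data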;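 note: 0% = plate median of test compound wells and 100% = 1 µM Z-Phe-Ala-diazomethylketone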
PAFAH2 FP inh: inhibitors of human PAFAH2; Q99487; recombinant PAFAH2, FP-rhodamine activity probe, fluorescence polarization; inhibition, % at 3.39 µM; 340,000 compounds, 0.99% hits; AID 492956;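 active = inhibition above the mean over all tested compounds plus 3 SD, cut at about 30% in these data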;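 note: inhibitors block probe labeling of enzyme so polarization drops; 0% = enzyme with DMSO and 100% = wells lacking PAFAH2 protein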
Numbers without * were called inactive; · = no result given.

(1) O=C(Nc1ccc(S(=O)(=O)Nc2cnc3ccccc3n2)cc1)c1ccccc1Br
(2) COc1cc(C2Nc3ccccc3C(=O)N2c2ccccc2)ccc1O (stereo unspecified)
(3) COc1cc(NC(=O)c2cc([N+](=O)[O-])ccc2Br)ccc1NC(=O)c1ccco1
(4) Cc1csc(=O)n1CC(=O)OCC(=O)NNC(=O)c1ccc([N+](=O)[O-])cc1
(5) COc1ccc(OC)c(N(CC(=O)Nc2cccc(C(F)(F)F)c2)S(C)(=O)=O)c1
(6) CC(=O)c1nc(N2C(=O)CC(Cc3ccc(C)cc3)C2=O)sc1C (stereo unspecified)
(7) Cc1ccsc1C(=O)OCC(=O)NC1CC1
(8) CCOC(=O)c1cnc2ccc(C)cn2c1=O

entry no.	1	2	3	4	5	6	7	8
PP1 counter	-1	-4	-4	9	-1	1	·	-3
TPT1 inh	0	2	1	3	-4	-3	·	3
procasp3 activ	-1	-3	-1	-3	6	-3	9	6
procasp7 counter	6	3	4	1	15	-8	0	11
AHR act	-1	1	-5	-1	18	4	0	-3
HCV core dimer	11	-1	21	0	-3	-9	·	-2
PP5 primary	2.7	-0.4	0.7	-0.1	1.3	-3.5	·	1.4
Fh CTSL1 inh	-1	2	5	1	3	-5	·	-2
PAFAH2 FP inh	2	6	-7	1	4	1	33*	-2

Quoted at random: 2 records from the list.
(1) O=C(Nc1ccc(S(=O)(=O)Nc2cnc3ccccc3n2)cc1)c1ccccc1Br
(6) CC(=O)c1nc(N2C(=O)CC(Cc3ccc(C)cc3)C2=O)sc1C (stereo unspecified)

entry no.	1	6
PP1 counter	-1	1
TPT1 inh	0	-3
procasp3 activ	-1	-3
procasp7 counter	6	-8
AHR act	-1	4
HCV core dimer	11	-9
PP5 primary	2.7	-3.5
Fh CTSL1 inh	-1	-5
PAFAH2 FP inh	2	1

Continuation:
(9) COc1ccc(C)cc1NC(=O)CNc1ccc(C(C)=O)cc1
(10) COC(=O)c1cccc(NC(=O)C2C3CCC(C3)C2C(=O)O)c1 (stereo unspecified)
(11) Cc1ncsc1CCOC(=O)c1ccc(N2CCOCC2)c([N+](=O)[O-])c1
(12) COc1ccccc1N=Nc1[nH]c2ccc(C)cc2c1O
(13) CN(C/C=C/c1ccccc1)C1CCCCC1
(14) O=C(CSc1nncc(=O)[nH]1)NCc1ccccc1
(15) O=C(COC(=O)c1cccnc1Cl)c1ccc(Cl)cc1Cl
(16) O=C(Nc1cccc(Cl)c1)c1cc(N=Nc2ccc([N+](=O)[O-])cc2Cl)ccc1O

entry no.	9	10	11	12	13	14	15	16
PP1 counter	2	-3	-2	-2	-1	-2	5	-5
TPT1 inh	-5	-4	3	-2	-1	-4	3	1
procasp3 activ	4	1	-6	-5	-7	1	7	-6
procasp7 counter	-1	-16	6	0	-2	5	-1	-15
AHR act	16	4	-1	60*	0	-2	4	10
HCV core dimer	-1	7	-1	0	1	-2	3	3
PP5 primary	0.7	0.4	-1.0	1.9	-2.5	1.4	2.5	-5.5
Fh CTSL1 inh	2	0	7	-1	6	1	-2	4
PAFAH2 FP inh	10	-7	-2	4	-8	-6	-10	33*

(17) CCOc1ccc(NC(=O)Cc2ccccc2)cc1
(18) CCOc1ccccc1OCC(=O)OCC(=O)Nc1ncc(Cl)cc1Cl
(19) C/C(Cn1cnc([N+](=O)[O-])n1)=N\NC(=O)c1ccccc1
(20) CCOc1c2ccc(C(=O)NCc3ccc4c(c3)OCO4)cc2nn1C
(21) COc1ccc(-c2c(C#N)c(N)nc3c2c(=O)n(C)c(=O)n3C)cc1
(22) COc1cccc(N2CCN(C(=O)CCC(=O)N3CCOc4ccc(C)cc43)CC2)c1
(23) O=C(N/N=C/c1ccc([N+](=O)[O-])s1)C(O)c1ccccc1 (stereo unspecified)
(24) Cc1cc(Cl)nc(-n2nc(C)cc2C)n1

entry no.	17	18	19	20	21	22	23	24
PP1 counter	0	0	5	4	-2	6	-4	-4
TPT1 inh	-1	-2	-2	-2	4	0	2	1
procasp3 activ	-7	-3	5	5	-9	0	1	5
procasp7 counter	-3	9	-4	-10	-3	4	-8	4
AHR act	19	1	14	2	13	5	3	1
HCV core dimer	-4	1	-5	-18	-1	-10	-6	1
PP5 primary	1.0	0.5	-1.6	4.0	-1.5	1.9	3.2	-1.3
Fh CTSL1 inh	-1	-12	0	1	1	14	2	0
PAFAH2 FP inh	10	-22	-4	3	8	-2	6	·

(25) CC(C)(C)NC(=O)NC(=O)CSc1ccc(S(=O)(=O)N2CCCCC2)cn1
(26) Cc1cc(C(F)(F)F)nn1Cc1n[nH]c(=S)n1-c1ccc(Cl)cc1
(27) CC(C)(C)c1ccc(Cn2nc(CC(=O)O)c3ccccc3c2=O)cc1
(28) Cc1ccc(C)c(NC(=O)c2cc(S(=O)(=O)N3CCOCC3)cn2C)c1
(29) COc1cc(CN(C(=O)c2ccco2)c2ccc(C)cc2)ccc1O
(30) CCOC(=O)c1c(C)[nH]c(C(=O)NCc2ccco2)c1C
(31) COc1ccccc1Oc1c(C)oc2cc(OC(=O)c3ccco3)ccc2c1=O
(32) COc1cccc(N2CCN(c3c4c(nc5ncnn35)CCC4)CC2)c1

entry no.	25	26	27	28	29	30	31	32
PP1 counter	-3	-2	-4	-2	2	0	-2	-1
TPT1 inh	·	-3	-3	2	0	0	5	-2
procasp3 activ	-4	-7	10	-8	6	1	-12	-2
procasp7 counter	-26	-3	-1	8	8	4	-14	-2
AHR act	1	1	5	2	0	17	0	-4
HCV core dimer	·	-1	1	-5	-1	11	-5	5
PP5 primary	2.8	-0.7	-2.6	1.1	-0.8	0.5	-1.7	-2.8
Fh CTSL1 inh	·	5	-2	-3	-6	0	-8	2
PAFAH2 FP inh	9	-2	-4	6	-10	·	3	8

(33) N#Cc1cccc(C(c2nnnn2C2CCCC2)N2CCCCCC2)c1 (stereo unspecified)
(34) Cc1cc(C)nc(SCC(=O)c2ccc(O)cc2O)n1
(35) S=C(NCCSCc1ccccc1Cl)Nc1ccccc1
(36) O=C(NCc1ccc2c(c1)OCO2)c1ccco1
(37) CC(C)(C)c1nnc(N/N=C/c2ccccc2O)n(N)c1=O
(38) O=C(CNC(=O)c1ccccc1F)NC1CCN(Cc2ccccc2)CC1
(39) Cc1ccc(C)c(C(=O)O/N=C(\N)c2ccc(Br)cc2)c1
(40) Cc1nc(-c2ccccc2)sc1C1(C)CC(c2ccccc2F)=NO1 (stereo unspecified)

entry no.	33	34	35	36	37	38	39	40
PP1 counter	3	1	3	-2	-2	-5	1	-3
TPT1 inh	-5	-4	-6	-1	1	2	-4	0
procasp3 activ	4	7	-1	8	1	-9	0	1
procasp7 counter	2	-9	-3	-4	-15	4	17	-6
AHR act	1	18	-4	2	-3	-2	95*	2
HCV core dimer	-1	-5	7	2	-5	-17	2	-4
PP5 primary	1.0	1.8	-1.1	-2.9	-5.8	0.1	2.7	1.8
Fh CTSL1 inh	1	0	1	-4	-2	0	-3	-1
PAFAH2 FP inh	4	-3	6	1	-2	10	1	-3

(41) Cc1ccccc1Nc1c(F)c(F)c(F)c(F)c1C(=O)O
(42) CCOC(=O)c1sc(NC(=O)CN2C(=O)NC3(CCCCCCC3)C2=O)c(C(=O)OCC)c1C
(43) COc1cc(/C=N/NC(N)=O)cc([N+](=O)[O-])c1O
(44) O=C(COC(=O)c1cc(=O)[nH]c(=O)[nH]1)Nc1cccc(Cl)c1
(45) CCCNC(=O)c1ccc2c(=O)c(O)c(-c3ccc(C)cc3)[nH]c2c1
(46) O=C(Nc1ccccn1)c1ccc(=O)[nH]n1
(47) CC[C@@H]1CCCCc2ccccc2[C@H](C(=O)C[C@H](O)CC(C)=O)OC1=O
(48) CCCSc1cc(N2CCOCC2)nc(-c2ccccc2Cl)n1

entry no.	41	42	43	44	45	46	47	48
PP1 counter	4	-5	0	·	1	-4	·	2
TPT1 inh	-9	1	-4	·	-25	2	·	-2
procasp3 activ	-5	-2	-5	7	100*	5	5	2
procasp7 counter	2	1	-18	-5	20	-2	11	6
AHR act	2	1	1	-1	8	1	-1	5
HCV core dimer	0	16	-38	·	-3	-7	·	-4
PP5 primary	1.6	-2.5	-0.1	·	-1.6	1.8	·	0.5
Fh CTSL1 inh	-4	2	5	·	2	-2	·	1
PAFAH2 FP inh	-2	-14	1	14	-20	3	11	-1

(49) Cc1ccc(S(=O)(=O)CCC(=O)OCc2nc(N)nc(Nc3ccccc3C)n2)cc1
(50) COc1ccccc1NC(=O)C1=C(C)Nc2nc(CCCO)nn2C1c1ccc2c(c1)OCO2 (stereo unspecified)
(51) CC(=O)N1CCN(CC(C)(C)NS(=O)(=O)c2ccccc2)CC1
(52) O=C(CN1C(=O)C(=O)N(Cc2ccccc2)C1=O)c1ccc[nH]1
(53) COc1cccc(N2CCN(c3ncnc4c3cnn4-c3ccc(C)cc3C)CC2)c1
(54) Cn1c(SCc2ccc(Cl)cc2)nnc1-c1ccc2nonc2c1

entry no.	49	50	51	52	53	54
PP1 counter	-2	-3	·	-6	1	-3
TPT1 inh	1	-1	·	·	0	0
procasp3 activ	-3	10	3	4	-2	-4
procasp7 counter	3	8	-2	11	2	-13
AHR act	4	1	0	1	-2	-5
HCV core dimer	-1	9	·	·	5	-2
PP5 primary	0.3	2.1	·	-1.4	0.8	2.2
Fh CTSL1 inh	-24	-1	·	·	1	-1
PAFAH2 FP inh	0	0	4	2	4	-4

Sorted by value in HCV core dimer (lowest first): 3 from the list above.
# | SMILES | TPT1 inh | procasp3 activ | AHR act | HCV core dimer | PP5 primary | PAFAH2 FP inh
54 | Cn1c(SCc2ccc(Cl)cc2)nnc1-c1ccc2nonc2c1 | 0 | -4 | -5 | -2 | 2.2 | -4
53 | COc1cccc(N2CCN(c3ncnc4c3cnn4-c3ccc(C)cc3C)CC2)c1 | 0 | -2 | -2 | 5 | 0.8 | 4
50 | COc1ccccc1NC(=O)C1=C(C)Nc2nc(CCCO)nn2C1c1ccc2c(c1)OCO2 (stereo unspecified) | -1 | 10 | 1 | 9 | 2.1 | 0
